RmlCD inh 1536 – inhibitors of Mycobacterium tuberculosis RmlC and RmlD coupled enzymes; RmlC+RmlD coupled enzyme assay, percent inhibition; primary screen in compound mixtures; inhibition, % at 3.6 µM; actives 0.03% (n = 160,000); AID 1533; in the data active = inhibition mostly above about 34%, no sharp cut-off; also: some results filed as inactive read as strong as hits
Target sequence (P9WH09 whole entry, looked up): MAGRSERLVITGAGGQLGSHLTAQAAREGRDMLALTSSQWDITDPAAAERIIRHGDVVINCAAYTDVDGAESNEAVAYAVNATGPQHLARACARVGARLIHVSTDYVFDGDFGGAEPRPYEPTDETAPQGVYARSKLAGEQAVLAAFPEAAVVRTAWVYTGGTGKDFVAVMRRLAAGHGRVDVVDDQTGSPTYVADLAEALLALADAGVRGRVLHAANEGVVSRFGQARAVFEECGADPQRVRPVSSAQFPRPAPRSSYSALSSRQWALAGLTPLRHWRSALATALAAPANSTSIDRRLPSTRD
Target sequence (P9WH11 whole entry, looked up): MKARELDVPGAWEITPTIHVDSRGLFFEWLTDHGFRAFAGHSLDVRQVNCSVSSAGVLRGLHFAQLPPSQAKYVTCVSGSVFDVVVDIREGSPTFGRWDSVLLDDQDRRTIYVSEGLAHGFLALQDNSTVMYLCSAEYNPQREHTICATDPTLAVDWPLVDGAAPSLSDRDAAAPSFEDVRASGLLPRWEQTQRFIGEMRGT
GlmU inhibition – inhibition of mycobacterial GlmU enzyme – biochemical, glucosamine-1-phosphate acetyltransferase (AID 1376). M. tuberculosis GlmU acetyltransferase enzyme assay; higher % means a stronger effect. one-dose inhibition, %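 (tested at 30 µM in the primary screen)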; IC50 in µM for titrated hits. actives 0.25% (n = 220,000); in the data active = inhibition above about 13%;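 also: 0% = complete reaction with vehicle and 100% = reaction without substrate; strong numbers were not always called active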
* = called active by the depositor; nt = no result given. Only part of the results is shown, so the mix of outcomes need not match the whole.

compound	GlmU inhibition	RmlCD inh 1536
Cc1cccc2cc(CN(Cc3ccccc3)C(=O)N(C)C)c(=O)[nH]c12	2.9%	nt
COc1cc(N2CCCC2)c(OC)cc1/C=C1/NC(=S)NC1=O	-0.6%	-4
O=C(Oc1ccccc1)c1cccc(COC(=O)c2cnccn2)c1	3.8%	-11
CCCCCc1cc(=O)[nH]c(=S)[nH]1	-0.9%	nt
COc1ccccc1-n1cnnc1SCC(=O)NC1CCS(=O)(=O)C1 (stereo not given)	-7.9%	7
O=C(CCCSc1nnnn1-c1ccccc1)c1ccc(F)cc1	5.6%	nt
COc1ccccc1CN1CCNC(=O)C1CC(=O)NCCOc1cccnc1 (stereo not given)	2.1%	2
COc1ccc(Oc2cc(C(F)(F)F)nc(N(C)C)n2)cc1	4.3%	-7
Cc1ccc(CC(CC(=O)O)C(=O)NCC23CC4CC(CC(C4)C2)C3)cc1 (stereo not given)	-2.1%	-3
CCc1cccc(CC)c1NC(=S)NCc1ccc2c(c1)OCO2	-1.4%	7
COc1cc(CC(=O)Nc2ccc(S(=O)(=O)NC3=NCCCCC3)cc2)cc(OC)c1OC	-4.7%	1
COc1ccc(C(=O)NCC(C)C)c(OC)c1	-0.8%	nt
O=[N+]([O-])c1cccc(/C=N/NC2=NS(=O)(=O)c3ccccc32)c1	6.5%	-8
Cc1cc(C)n2nc(C(=O)Nc3ccc(S(=O)(=O)N4CCCC4)cc3)nc2n1	-0.8%	nt
COCCCn1c(SCC(N)=O)nnc1-c1ccccc1	2.4%	12
Cc1c(NC(=O)CSc2nccn2C)c(=O)n(-c2ccccc2)n1C	1.3%	nt
COc1ccc(CC(=O)NC2=NCCS2)cc1	4.0%	-63
CCCCN1C(=O)C(=O)N(CC(=O)NC2CCCc3ccccc32)C1=O (stereo not given)	-1.4%	-7
COc1ccc(C2CC(=O)C(C=NCCN3CCN(C(=S)Nc4ccccc4)CC3)=C(O)C2)cc1OC (stereo not given)	-4.6%	-8
O=C(NC1CCCC1)C(c1ccco1)N(Cc1ccccc1)C(=O)c1csnn1 (stereo not given)	1.1%	-4
CC(C)Oc1ccc(/C(O)=C2/C(=O)C(=O)N(CCN(C)C)C2c2cccs2)cc1 (stereo not given)	6.2%	-8
COc1ccc(Cl)cc1NC(=S)NCc1cccs1	3.9%	5
O=C1CC(c2ccc(F)cc2)Sc2nc(C34CC5CC(CC(C5)C3)C4)nn21 (stereo not given)	-7.6%	9
Cc1ccc(-n2c(SCC(=O)NCCN3C(=O)CSC3=O)nnc2-c2cccc(C)c2)cc1	-1.4%	7
COc1cccc(CNc2ccc(Br)cn2)c1O	-3.2%	2
Cc1onc(-c2c(F)cccc2Cl)c1C(=O)OCC(=O)c1c(N)n(C)c(=O)n(C)c1=O	-4.4%	-8
CC(C)Sc1nc(NCc2ccco2)c2c3c(sc2n1)COC(C)(C)C3	-2.1%	nt
CC1=NN(c2ccccc2)C(=O)/C1=C\N1CC(C)OC(C)C1 (stereo not given)	5.2%	nt
O=C(CNC(=O)c1ccc(Br)cc1)Nc1ccc(Br)cc1C(=O)c1ccccc1	1.1%	nt
O=C(N/N=C/c1ccc(OCCCF)cc1)c1ccc(C(F)(F)F)cc1	1.9%	1
Cc1ccc(S(=O)(=O)N(C)CCCC(=O)N2CCN(c3ccccn3)CC2)cc1	3.4%	7
Cc1cccc(N2CCN(C(=O)c3ccc(CNc4c(N5CCC(C)CC5)c(=O)c4=O)cc3)CC2C)c1 (stereo not given)	-0.8%	-13
COCCNC(=O)c1c[nH]c2ccc(S(=O)(=O)N3CCC4(CC3)OCCO4)cc2c1=O	0.5%	nt
Cc1cc(C)c2c(NC(=O)C3CC3)nn(C)c2n1	-8.1%	12
CCOc1ccc(-n2c(C)nc3c(cnn3-c3ccc(Cl)cc3)c2=O)cc1	-1.4%	nt
COCCCn1c(N)c(C(=O)OC(C)COC)c2nc3ccccc3nc21 (stereo not given)	1.9%	19
CC(=O)Cn1c(=O)oc2ccccc21	-5.7%	3
COc1ccc(/C=C2/CCc3ccccc3C2=O)cc1CN1CCOCC1	1.9%	64
CCOC(=O)c1ccc(NC(=O)NCc2ccc(OC)cc2)cc1	0.6%	3
CC(=O)N1N=C(c2ccc(Cl)cc2)OC1(C)C	-6.1%	8
COc1ccc(CN=C2NC(=O)CC(C(=O)Nc3ccc([N+](=O)[O-])cc3C)S2)cc1 (stereo not given)	3.2%	-7
CCCCC(=O)Nc1nnc(CCOC)s1	0.5%	10
CCOC(=O)C1C(c2ccc3c(c2)OCO3)NC(=O)NC1(O)C(F)(F)F (stereo not given)	-1.8%	nt
CCCCNc1c(N)n(CCC)c(=O)[nH]c1=O	1.1%	-9
CCN(CC)c1ccc2c(C)c(Cl)c(=O)oc2c1	7.9%	nt
CN(CC(=O)Nc1ccc(S(=O)(=O)N2CCCC2)cc1)Cc1ccc(Cl)cc1	1.8%	14
O=S1(=O)NC(=NC2CCCCCC2)c2ccccc21	6.9%	-1
CCOC(=O)c1ccc(Oc2nc(OC)cc(OC)n2)cc1	-3.3%	5
COc1ccc(NC(=O)Nc2ccc3nccnc3c2)cc1	-0.5%	3
O=C(c1ccco1)N(Cc1cccs1)C1CCS(=O)(=O)C1 (stereo not given)	-0.3%	-6

Carrying on.
compound	GlmU inhibition	RmlCD inh 1536
CCOc1cc(S(=O)(=O)NC2CCCC2)ccc1Cl	-2.9%	nt
CC1=CN2C(=N)/C(=C/c3ccc(Sc4ccc(Cl)cc4)o3)C(=O)N=C2S1	-3.6%	12
Cc1ccc([N+](=O)[O-])cc1NC1OC(CO)C(O)C1O (stereo not given)	1.8%	6
COc1ccccc1C1C=C(c2ccccc2)Nc2nnnn21 (stereo not given)	3.2%	6
CC(=O)N1N=C(c2ccncc2)CC1c1ccccc1O (stereo not given)	5.9%	-9
O=C(O)c1ccc(/C=N/NC(=O)C2CC2(c2ccccc2)c2ccccc2)cc1 (stereo not given)	-0.9%	0
Cc1ccc(C2CC(=O)Oc3cc(O)ccc32)cc1 (stereo not given)	2.6%	nt
CCOC(=O)C1CCN(C(=O)C(C)c2ccc([N+](=O)[O-])cc2)CC1 (stereo not given)	-6.0%	5
O=C(CN1C(=O)CC(c2ccccc2)S(=O)(=O)c2ccccc21)N1CCCC1 (stereo not given)	-2.8%	4
Cn1cnnc1Sc1ccc(/C=C/C(=O)c2ccc(O)cc2)cc1[N+](=O)[O-]	4.2%	11
COC(=O)c1cn(NC(=O)Cc2ccc(OC)c(OC)c2)c(=O)c2ccccc12	-0.2%	-12
C=CCn1c(CCNC(=O)c2cccs2)nnc1SCC(=O)Nc1cccc(Cl)c1C	-4.4%	6
O=C(N/N=C/c1ccc([N+](=O)[O-])cc1)c1cccc2cc[nH]c12	-11%	10
COc1cccc(-n2nnnc2SCC(=O)Nc2cccc(NC(C)=O)c2)c1	3.8%	8
Cc1cc(C)c(S(C)(=O)=O)c(Oc2cccc(C(F)(F)F)c2)n1	-10%	2
CCN1CCN(c2cc(C)c3cc(NC(=O)c4ccc(Br)o4)ccc3n2)CC1	-2.2%	12
CC(=O)O[C@@H]1[C@@H](OC(C)=O)[C@H](n2ccc3cc([N+](=O)[O-])ccc32)OC[C@@H]1OC(C)=O	-0.4%	nt
Cn1cc(Cl)c(-c2n[nH]c(=S)n2C2CCCCC2)n1	-1.4%	-3
O=P(Oc1ccccc1)(Oc1ccccc1)C(Nc1ccccc1)c1ccccc1 (stereo not given)	-9.9%	nt
Cc1ccccc1OCCSc1nc(N(C)C)nc(N(C)C)n1	2.4%	nt
O=C(CSc1nnc(-c2ccco2)n1-c1ccccc1)NCc1ccc2c(c1)OCO2	7.8%	2
CCOC(=O)C1CCCN(C(=O)CCc2ccccc2)C1 (stereo not given)	7.7%	2
O=C(COc1ccc(Cl)cc1Cl)NNC(=S)NC(=O)c1ccco1	2.4%	-5
Cc1cccnc1NC(=O)CSc1nnc(COc2ccc(C(C)C)cc2)n1C	0.7%	-7
Cc1cc(C(=O)C(=O)NC(C)C)c(C)n1-c1ccc([N+](=O)[O-])cc1	5.4%	-4

Reprinted at random: six entries already listed
compound	GlmU inhibition	RmlCD inh 1536
Cc1cc(C(=O)C(=O)NC(C)C)c(C)n1-c1ccc([N+](=O)[O-])cc1	5.4%	-4
Cc1ccccc1OCCSc1nc(N(C)C)nc(N(C)C)n1	2.4%	nt
Cc1ccc([N+](=O)[O-])cc1NC1OC(CO)C(O)C1O (stereo not given)	1.8%	6
Cc1ccc(C2CC(=O)Oc3cc(O)ccc32)cc1 (stereo not given)	2.6%	nt
Cn1cnnc1Sc1ccc(/C=C/C(=O)c2ccc(O)cc2)cc1[N+](=O)[O-]	4.2%	11
C=CCn1c(CCNC(=O)c2cccs2)nnc1SCC(=O)Nc1cccc(Cl)c1C	-4.4%	6

Additional results
compound	GlmU inhibition	RmlCD inh 1536
S=c1[nH]nc(-c2ccco2)n1/N=C/C(Cl)=C/c1ccccc1	2.4%	7
CCc1ccc2c(c1)C(c1ccc([N+](=O)[O-])cc1)=NNC(c1ccc(F)cc1)=N2	-1.8%	10
COc1ccccc1NC(=O)NCC(=O)Nc1c(C)cccc1C	7.9%	-4
CCOC(=O)c1ccc(NC(=O)c2ccc3c(c2)OCO3)cc1	-1.7%	5
Cc1ccc(CS(=O)(=O)c2ncn[nH]2)cc1	-2.3%	-14
CCN1C(=O)/C(=C\c2cccs2)C(C(=O)OC)=C1C	2.1%	nt
COc1ccc(C(C(=O)NC2CCCCC2)N(C(=O)c2sc(C)nc2C)c2ccccc2C)cc1 (stereo not given)	7.0%	-9
CCCNC(=O)COC(=O)c1ccc(N2CCCC2)c([N+](=O)[O-])c1	3.5%	9
Cc1ccc(NC(=S)N/C(=N/S(=O)(=O)c2ccccc2)c2ccccc2)cc1	1.4%	-9
CC(=O)c1cccc(NC(=O)c2onc(C)c2Cl)c1	4.5%	5
COc1cccc(-c2nnc(NC(=O)c3ccc(S(=O)(=O)N(CC(C)C)CC(C)C)cc3)o2)c1	nt	9
CCOC(=O)c1cnc2c(cnn2C)c1Cl	-4.3%	4
O=C(N[C@H]1CP(=O)(Oc2ccccc2)O[C@H](COCc2ccccc2)[C@H]1O)C(Cl)(Cl)Cl (stereo not given in full)	0.7%	3
CC(Sc1nnc(-c2ccccc2)c(-c2ccccc2)n1)C(=O)N1CCc2ccccc21 (stereo not given)	-4.2%	18
CC(CC(=O)NC1CCSC1=O)c1ccccc1 (stereo not given)	1.8%	2
Cc1cc(OCc2ccc(F)cc2)nc(-c2ccccc2O)n1	0.8%	0
NC(=O)c1ccc[n+](Cc2cccc3ccccc23)c1	1.9%	nt
CCn1c2ccccc2c2cc(NC(=O)CC(C)=O)ccc21	2.7%	2
CCCCC(CC)C(=O)Nc1ccc(S(=O)(=O)Nc2nccs2)cc1 (stereo not given)	1.8%	8
CC(C)=CCCC(C)CN1CCC(O)CC1 (stereo not given)	4.8%	-11
CNC(=O)N(C1=NCC(C)S1)c1ccc(F)cc1F (stereo not given)	-1.1%	8
COc1ccc(OC)c(CC(NC(C)=O)C(=O)NC2CCN(c3nc(OC)nc(OC)n3)CC2)c1 (stereo not given)	-5.0%	-9
C=CCNC(=O)C1CC(=O)N(c2ccc(OCC(=O)Nc3ccc(Cl)c(C(F)(F)F)c3)cc2)C1 (stereo not given)	0.2%	nt
COc1ccc(N(CC(=O)Nc2ccc(S(=O)(=O)N3CCCC3)cc2)S(C)(=O)=O)cc1OC	3.5%	nt
CC1=C(C(=O)OCc2ccc3c(c2)OCO3)C(c2ccccc2OCc2ccccc2)NC(=O)N1 (stereo not given)	2.1%	7

Some of the entries so far, with two lines to a compound:
Each structure is followed by: GlmU inhibition	RmlCD inh 1536
COc1ccc(C(C(=O)NC2CCCCC2)N(C(=O)c2sc(C)nc2C)c2ccccc2C)cc1 (stereo not given)
→ 7.0%	-9
CCCNC(=O)COC(=O)c1ccc(N2CCCC2)c([N+](=O)[O-])c1
→ 3.5%	9

Other records
compound	GlmU inhibition	RmlCD inh 1536
CCCCCCn1c(SCCOC)nc2c1c(=O)[nH]c(=O)n2C	1.3%	nt
Cc1ccc(CN2C(=O)CNC2=S)cc1	0.0%	-9
N[C@@H](Cc1c[nH]c2ccccc12)c1nnc(SCc2ccccc2)o1	-4.2%	2
O=C(NCc1ccncc1)c1cc(-c2ccc(Cl)cc2)oc1C(F)(F)F	7.5%	-8
O=C(CN(C(=O)C1COc2ccccc2O1)c1ccccc1)NCC1CCCO1 (stereo not given)	-5.4%	nt
Cc1ccc(OCCNC(=O)Cn2cnc3c(=O)n(C)c(=O)n(C)c32)cc1C	1.4%	-1
O=C(CC12CC3CC(CC(C3)C1)C2)NCC(c1ccc(F)cc1)N1CCOCC1 (stereo not given)	3.0%	7
CN(Cc1ccsc1)C(=O)CCc1nnc(CCCc2ccccc2)o1	0.6%	nt

Screens deposited in PubChem by several laboratories.
